Screening results: PubChem BioAssay, several laboratories
OX1R FRET antag – antagonists of human orexin 1 receptor (OX1R); inhibition, % at 6.6 µM; OX1R-expressing cells, FRET antagonist read-out; O43613; 1.8% of 330,000 active; in the data active = inhibition mostly above about 38%, no sharp cut-off; inactive = mostly below about 40%;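 also: 0% = agonist challenge alone and 100% = reference antagonist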
Target sequence (O43613 whole entry, looked up): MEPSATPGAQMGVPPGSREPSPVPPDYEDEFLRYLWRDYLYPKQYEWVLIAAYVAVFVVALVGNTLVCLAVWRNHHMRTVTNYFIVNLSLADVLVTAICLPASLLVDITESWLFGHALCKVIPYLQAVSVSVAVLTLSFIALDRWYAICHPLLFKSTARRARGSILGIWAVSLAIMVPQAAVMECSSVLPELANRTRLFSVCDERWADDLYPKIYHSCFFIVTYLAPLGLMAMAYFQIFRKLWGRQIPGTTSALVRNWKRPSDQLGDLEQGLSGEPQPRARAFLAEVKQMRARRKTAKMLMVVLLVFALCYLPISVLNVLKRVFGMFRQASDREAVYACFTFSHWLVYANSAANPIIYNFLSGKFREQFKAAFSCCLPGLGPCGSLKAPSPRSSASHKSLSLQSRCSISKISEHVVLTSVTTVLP
KCNQ2 block – KCNQ2 potassium channel inhibitors, primary screen, cell-based, CHO-K1, FluxOR thallium flux, B-score (AID 2156) | O88943 | 20 min; hits give low values | B-score at 10 µM | 1.1% of 310,000 active;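 active = fluorescence ratio B-score at most minus 3 library SDs, with starting brightness B-score within 2 library SDs, cut at about -5.5 in these data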
STK33 inh – human STK33 kinase inhibition; Q9BYT3; purified STK33, MBP phosphorylation, ADP-Glo luminescence; inhibition, % at 10 µM; 0.073% of 320,000 active; AID 2661;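 active = inhibition at or above 25%, using the most active replicate where run in duplicate; inactive = inhibition below 25%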
Target sequence (Q9BYT3 whole entry, looked up): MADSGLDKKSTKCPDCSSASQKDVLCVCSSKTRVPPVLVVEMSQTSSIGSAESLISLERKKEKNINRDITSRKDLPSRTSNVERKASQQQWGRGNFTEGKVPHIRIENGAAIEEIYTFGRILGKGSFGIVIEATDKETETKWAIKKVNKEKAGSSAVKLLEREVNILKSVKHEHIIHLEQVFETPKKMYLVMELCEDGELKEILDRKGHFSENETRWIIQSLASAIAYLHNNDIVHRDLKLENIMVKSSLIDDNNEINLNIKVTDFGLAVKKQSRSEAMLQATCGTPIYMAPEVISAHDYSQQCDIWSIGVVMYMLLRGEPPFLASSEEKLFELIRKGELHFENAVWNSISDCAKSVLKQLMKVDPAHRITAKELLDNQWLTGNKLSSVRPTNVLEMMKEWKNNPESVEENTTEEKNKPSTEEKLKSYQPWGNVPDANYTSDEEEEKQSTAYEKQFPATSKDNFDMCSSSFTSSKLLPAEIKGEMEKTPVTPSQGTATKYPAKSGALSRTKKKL
Active calls of the source: *; i = inactive; x = not tested or not shown.

Preview (three entries):
SMILES | OX1R FRET antag | KCNQ2 block | STK33 inh
Cc1ccc(NC(=S)NN(C)c2cc(C)nc(C)n2)cc1 | 2 | i | 0.1
COc1ccc(C2C3C(=O)N(N(C)c4ncc(C(F)(F)F)cc4Cl)C(=O)C3ON2C)cc1 (stereo not given) | 20 | i | -2.1
CCOC(=O)c1sc(=NC(=O)c2ccc(S(=O)(=O)N(C)c3ccccc3)cc2)n(C)c1C | 13 | i | -1.4

The whole of this part (from the top)
SMILES | OX1R FRET antag | KCNQ2 block | STK33 inh
Cc1ccc(NC(=S)NN(C)c2cc(C)nc(C)n2)cc1 | 2 | i | 0.1
COc1ccc(C2C3C(=O)N(N(C)c4ncc(C(F)(F)F)cc4Cl)C(=O)C3ON2C)cc1 (stereo not given) | 20 | i | -2.1
CCOC(=O)c1sc(=NC(=O)c2ccc(S(=O)(=O)N(C)c3ccccc3)cc2)n(C)c1C | 13 | i | -1.4
COc1ccc(C(=O)O/N=C(\C)c2nccs2)cc1 | 13 | i | 4.9
CC(C)C[C@@H](CN=[N+]=[N-])N1CCN(Cc2ccccc2)CCC1=O | 21 | i | 0.7
COc1ccc(Nc2ncc(C(=O)N3CCC(C(N)=O)CC3)c3ccccc23)cc1 | 12 | i | -1.2
Cn1cccc1CC(=O)NNC(=S)Nc1ccc(F)cc1 | 25 | i | 3.5
Cc1c(S(=O)(=O)NCCc2ccccc2)c(=O)n(C)c(=O)n1C | 20 | i | -0.7
O=C(c1ccc(-n2cnnn2)cc1)N(C1CCCCC1)C1CCCCC1 | 7 | i | 0.0
CCCc1nc2ccccc2c(C(=O)O)c1CC | 17 | i | -1.2

In another format: results already given.
| canonical_smiles | OX1R FRET antag | KCNQ2 block | STK33 inh |
| --- | --- | --- | --- |
| Cc1ccc(NC(=S)NN(C)c2cc(C)nc(C)n2)cc1 | 2 | i | 0.1 |
| COc1ccc(C2C3C(=O)N(N(C)c4ncc(C(F)(F)F)cc4Cl)C(=O)C3ON2C)cc1 (stereo not given) | 20 | i | -2.1 |
| CCOC(=O)c1sc(=NC(=O)c2ccc(S(=O)(=O)N(C)c3ccccc3)cc2)n(C)c1C | 13 | i | -1.4 |
| COc1ccc(C(=O)O/N=C(\C)c2nccs2)cc1 | 13 | i | 4.9 |

Continued:
SMILES | OX1R FRET antag | KCNQ2 block | STK33 inh
NC(=O)c1ccccc1NS(=O)(=O)Cc1ccccc1 | 20 | i | -1.4
CS(=O)(=O)Nc1ccccc1C(=O)N1CCOCC1 | 14 | i | 0.7
O=C(COC(=O)C12CC3CC(CC(O)(C3)C1)C2)NC(=O)NCc1ccco1 | -4 | i | -1.2
CCc1c(C)nc2[nH]nc(-c3ccccc3)n2c1=O | 18 | i | -1.1
CCOC(=O)c1c(-c2ccc(OC)cc2)oc2ccc(O)cc12 | 0 | i | -1.0
Oc1ccc(C[C@@H]2CNCCN2CCc2cccc(F)c2)cc1 | 5 | i | -2.0
CCCCn1c(N)c(N(CCC(C)C)C(=O)COC(=O)c2sccc2C)c(=O)[nH]c1=O | -3 | x | -0.7
O=C(c1ccc(COc2c(F)c(F)cc(F)c2F)o1)N1CCN(c2ccccc2)CC1 | 22 | i | -0.6
CCc1ccc(NC(=S)N2CCN(S(=O)(=O)c3ccccc3)CC2)cc1 | x | i | 0.4
O=C(O)CCn1c(O)c(C=C2N=c3ccccc3=N2)sc1=S | 24 | i | -1.0
CCOC(=O)CNC(=S)SC | 5 | i | -1.7
N=C(N)c1ccc(OCCCCCOc2ccc(C(=N)N)cc2)cc1 | 10 | i | 0.0
Clc1cccc(CN2CCN(c3nc4nonc4nc3NC3CC3)CC2)c1 | 13 | i | 0.1
COC(=O)C(NC(=O)c1ccco1)(Nc1cc(C)ccn1)C(F)(F)F (stereo not given) | 2 | i | -0.8
CC(C)Oc1cccc(C(=O)C2CCCN(C(=O)c3ccc4c(c3)OCO4)C2)c1 (stereo not given) | 8 | i | -0.6
Cc1cccc(C(=O)NCC(=O)N2CCCCCCC2)c1 | 2 | x | -1.1
CCOc1ccc2nc(NS(=O)(=O)c3cccs3)sc2c1 | 15 | i | -1.5
CCN(CC)S(=O)(=O)c1ccc(C(=O)Nc2nnc(NC(=S)Nc3ccccc3)s2)cc1 | 13 | i | -1.1
c1ccc(-c2cc3ccccc3cn2)cc1 | 18 | x | -0.4
CC(C)(C)c1cc[n+](-c2[nH]c(=O)sc2/C=N/NC(=O)c2ccccc2[O-])cc1 | 57* | i | -0.8
C=CCOc1ccc(C(=O)N(Cc2ccc(N(C)C)cc2)C2CCS(=O)(=O)C2)cc1 (stereo not given) | 26 | i | 0.1
O=C(N/N=C/c1ccccn1)c1ccc2nc[nH]c2c1 | 1 | i | 12
CC(=O)c1cn(C)c(=O)[nH]c1=O | 8 | i | -0.1
CCOC(=O)CNC(=O)CSc1nnc(NC(=O)c2ccc(C)cc2)s1 | 32 | i | -1.3
CCc1nnc(NC(=O)CSc2nc3cc(OC)ccc3cc2C)s1 | 23 | i | -1.0
Cc1ccc(NC(=O)COC(=O)CCC2CCCC2)cc1S(=O)(=O)N1CCOCC1 | 10 | x | -3.1
COc1cccc(NC(=O)CN(C)C(=O)c2cc(-c3ccccc3)nc3ccccc23)c1 | 31 | i | -1.3
Cc1nc(N2CCN(Cc3ccccc3)CC2)nc2c1C(=O)CCC2 | 10 | i | -0.5
CN(C1CCCCC1)S(=O)(=O)c1cc2c(cc1Cl)NC(=O)CO2 | 8 | i | 3.1
Cc1ccc(OCCN2C(=O)CSC2=O)cc1 | 13 | i | -1.4
CCN1C(=O)/C(=C/c2c(C)nn(C)c2C)SC1=S | 14 | i | 0.7
CSc1ncccc1C(=O)OCC(=O)NCc1ccccc1 | -5 | x | -1.6
O=C(c1cc(COc2ccc(F)cc2Cl)on1)N1CC[C@@H]2CCCC[C@H]2C1 | x | i | -1.0
Cc1ccccc1OCCn1c(=S)[nH]c2c(N)ncnc21 | 5 | i | 0.9
COc1ccccc1NC(=O)CN1CCN(CC(=O)Nc2ccc(C)c(F)c2)CC1 | -6 | i | 0.8
Cc1cc(C)c(S(=O)(=O)NCc2cn3c(C)csc3n2)c(C)c1 | 47 | i | -0.5
COc1cc(/C=N/n2c(-c3cc(C)[nH]n3)n[nH]c2=S)ccc1O | 3 | i | 31*
COc1ccccc1CNc1ncnc2sccc12 | 47* | i | -1.5
CCOC(=O)c1cc(-c2ccccc2)sc1NC(=O)C(C)N1C(=O)c2ccccc2C1=O (stereo not given) | 11 | i | -0.3
COc1ccccc1NCc1nnc(-c2ccccc2)o1 | 12 | i | -3.1
COC(=O)c1cc(Sc2cccc(Cl)c2Cl)ccn1 | -15 | i | -0.2
O=[N+]([O-])c1cccc(-c2nnc(-c3ccccc3)o2)c1 | 24 | i | -4.6
O=C(Nc1ccc(S(=O)(=O)Nc2nccs2)cc1)c1cc(-c2ccccc2)nc2ccccc12 | 5 | i | -0.6
C/C(=N\NC(=O)c1cc(-c2ccc(C)s2)nc2ccccc12)c1cccnc1 | x | i | -0.1
CC(=O)c1cccc(N(C(=O)c2ccco2)C(C(=O)NC2CCCC2)c2ccncc2)c1 (stereo not given) | 3 | i | -0.6
Cc1nn(C2CCS(=O)(=O)C2)c(Cl)c1/C=C/C(=O)OCC(N)=O (stereo not given) | 9 | i | -2.7
COc1cc([N+](=O)[O-])ccc1NC(=O)CN1CCCC1 | 34 | i | -0.8
COc1ccc(C(=O)CCC(=O)Nc2cccnc2)cc1OC | 28 | i | -1.7
CS(=O)(=O)N1c2cccc3cccc(c23)S1(=O)=O | 6 | i | 1.2
COC(=O)COc1ccc(C2NC(=O)NC(c3ccccc3)=C2C(C)=O)cc1Br (stereo not given) | 22 | i | 1.2

Further compounds.
SMILES | OX1R FRET antag | KCNQ2 block | STK33 inh
COc1ccc(C(=O)CN2CCN(S(=O)(=O)c3cccc([N+](=O)[O-])c3)CC2)cc1OC | 22 | i | -1.1
O=S(=O)(O)c1cc(O)ccc1O | 25 | x | -2.2
Cc1c(S(=O)(=O)N2CCCC(C(=O)O)C2)cnn1C (stereo not given) | 4 | i | -18
O=C(C1=C(O)C(=O)N(CCN2CCOCC2)C1c1ccc(F)cc1)c1cccs1 (stereo not given) | x | i | 0.1
CC1CCCCC1NC(=O)CCNS(=O)(=O)c1ccc2c(c1)CCC(=O)N2 (stereo not given) | 5 | i | -0.5
CCOc1ccccc1C(=O)NC1CC2CCCC(C1)N2C1CC1 (stereo not given) | 3 | i | -3.2
COc1ccc(NC(=O)c2cccc(Cl)c2)c[n+]1[O-] | x | i | 0.4
CCNc1nc(NC(C)C)nc(Oc2ccc(OCCOc3ccccc3)nn2)n1 | 9 | i | -0.1
CCCN(CC1CC1)C(=O)COC(=O)c1ccc(CNS(=O)(=O)c2ccc(F)c(Cl)c2)cc1 | 29 | i | -1.0
CCCC(=O)OC1CCS(=O)(=O)c2sccc21 (stereo not given) | 2 | i | 0.0
COC(=O)C1C(c2ccc(OC)cc2)Nc2nnc(C(F)(F)F)n2C1(C)O (stereo not given) | 13 | i | -1.1
COc1ccc2cc(S(=O)(=O)Nc3ccccn3)ccc2c1 | 15 | i | -0.7
CCC(=O)Nc1ccc(C(=O)CSc2nnc(-c3ccc(NS(=O)(=O)CC)cc3)o2)cc1OC | 22 | i | -0.7
Cc1ccc(CN2CCc3c(OCc4ccc(F)cc4)cccc3C2=O)cc1 | 19 | i | -0.9
Cc1cc(NC(=O)C2CC=CCC2C(=O)O)ccc1NC(=O)c1ccccc1 (stereo not given) | 1 | i | -0.5
CCOc1ccc2ccccc2c1C(=O)NCC(c1ccc(N(C)C)cc1)N(C)C (stereo not given) | 23 | i | -1.4
Clc1ccc(-c2ccc(-c3nn4c(-c5ccco5)nnc4s3)o2)cc1 | 4 | i | -2.1
COc1ccc(OC)c2[nH]c(=O)c(CCNC(=S)NC(C)(C)C)cc12 | 9 | i | 6.0
COC(=O)c1ccccc1NC(NC(=O)c1ccco1)C(=O)c1ccc(C)cc1 (stereo not given) | 3 | i | -1.9
Cc1cc(C(=O)N2CCc3ccccc3C2)no1 | 20 | i | -2.8
Cc1ccc(Cl)c(NC(=O)COC(=O)c2cc[n+]([O-])cc2)c1Cl | 12 | x | -0.4
CCn1c(CCNC(=O)c2ccc(Cl)cc2)nnc1SCC(=O)NC1CCCC1 | 11 | i | -0.9
CCC(=O)c1ccc(OCC(O)Cn2cnc3ccccc32)cc1 (stereo not given) | 16 | i | -1.3
Cc1c(Cl)cccc1NC(=O)CNC(=O)c1cn(-c2ccccc2)nc1-c1cccnc1 | 3 | x | -1.0
COc1ccc(Cl)cc1C(=O)NNC(=O)CSc1nnnn1C | 21 | i | -1.6
CCOC(=O)CN(C(=O)CSc1nnc(-c2ccncc2)n1CCCN(C)C)c1ccccc1 | 13 | i | -0.7
O=C(CN1C(=O)NC(Cc2c[nH]c3ccccc23)C1=O)Nc1ccc(F)cc1F (stereo not given) | 11 | x | 0.0
CS(=O)(=O)C1=C(O)C(=O)N(c2ccccc2)C1c1ccccc1 (stereo not given) | 7 | i | -0.4
CCOc1ccc(NC(=O)c2ccc3nccnc3c2)cc1 | 33 | i | -0.9
CC(=O)NC(C)c1nc2ccccc2n1C(C)C (stereo not given) | 9 | i | -0.8
O=C(NCc1cccnc1)c1ccccc1NS(=O)(=O)c1ccccc1 | 12 | i | -0.1
CC(Sc1nnc(C2CC2)n1C1CC1)C(=O)c1ccc(F)cc1 (stereo not given) | 10 | x | 0.5
CCOC(=O)C1=C(O)c2ccccc2C(=O)/C1=C\c1ccc(CC)cc1 | 17 | i | 0.3
O=C(NN=C1CCCC1)c1ccc(Cl)cc1 | 7 | i | -1.0
Cc1ccccc1N1C(=O)C(Cc2ccc(F)cc2)S/C1=C(\C#N)C(N)=O (stereo not given) | 4 | i | -1.5
CC(=O)N1CCN(c2ccc(NC(=O)C(c3ccccc3)c3ccccc3)cc2)CC1 | 21 | i | -1.3
Cc1cccc2cc(CN(Cc3nnnn3C3CCCCC3)C3CCCC3)c3nnnn3c12 | 12 | i | -0.9
COc1cc(/C=N/Nc2nn3cnnc3c3ccccc23)ccc1O | 13 | i | 2.0
O=C1OC2(CCCCC2)OC(=O)C1=CNc1nccs1 | 30 | i | 0.5
Cc1nc(NC(=O)/C=C/c2ccccc2)sc1C(=O)Nc1ccccc1Cl | 11 | i | -1.7
C/C(Cn1nc([N+](=O)[O-])cc1C)=N\NC(=O)c1ccc(C(C)(C)C)cc1 | 16 | i | 0.4
O=C1CC(NCCC2=CCCCC2)C(=O)N1c1cccc(Cl)c1Cl (stereo not given) | 23 | i | -1.4
CCOc1cc(/C=N/NC(=O)C(=O)NC2CC2)cc(Br)c1O | 15 | i | -1.7
Cc1ccc(S(=O)(=O)N2CCC(C(=O)OCC(=O)Nc3cc(S(C)(=O)=O)ccc3Cl)CC2)cc1C | 16 | i | -1.5
COc1cccc(CSc2nc3ccncc3[nH]2)c1 | 16 | i | 0.9
CCOc1ccc(CN2CCNC(=O)C2CC(=O)NCc2csc(C)n2)cc1 (stereo not given) | 18 | i | -0.9
CCOc1ccc(/C=N/Nc2ccccn2)cc1OC | 10 | i | -1.6

Compounds above containing a CF3 group, in the order listed:
SMILES | OX1R FRET antag | KCNQ2 block | STK33 inh
COc1ccc(C2C3C(=O)N(N(C)c4ncc(C(F)(F)F)cc4Cl)C(=O)C3ON2C)cc1 (stereo not given) | 20 | i | -2.1
COC(=O)C(NC(=O)c1ccco1)(Nc1cc(C)ccn1)C(F)(F)F (stereo not given) | 2 | i | -0.8
COC(=O)C1C(c2ccc(OC)cc2)Nc2nnc(C(F)(F)F)n2C1(C)O (stereo not given) | 13 | i | -1.1

Compound profiles, from the list above:
CCOc1ccc(CN2CCNC(=O)C2CC(=O)NCc2csc(C)n2)cc1 (stereo not given) is entered as OX1R FRET antag: 18; KCNQ2 block: i; STK33 inh: -0.9
O=C1CC(NCCC2=CCCCC2)C(=O)N1c1cccc(Cl)c1Cl (stereo not given) is entered as OX1R FRET antag: 23; KCNQ2 block: i; STK33 inh: -1.4
